# From PubChem
# MITF act: activators of MITF-driven TRPM1 promoter reporter, primary screen, cell-based, SK-MEL-5, luciferase, single point; 300,000 tested, 0.75% active; SK-MEL-5 TRPM1-promoter luciferase, 24 h; % of positive control, neutral wells = 0; activation, % at 12.5 µM;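 active = mean activation of at least 80% with every replicate also reaching 80%; inconclusive = mean reaches 80% but some replicate falls short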;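 also: 0% = neutral control wells and 100% = parthenolide positive control wells; values of inactives mirror those of a sister screen read the other way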
# Wnt bcat act: Wnt/beta-catenin pathway activators, primary screen, cell-based, plate reader, single point | Wnt/beta-catenin reporter cell assay, activator | activation, % at 9.35 µM | 300,000 tested, 1.2% active | AID 743398, 2014; in the data active = activation above about 30%, passing the limit was not always enough; inconclusive = no clear call, values can overlap the other calls;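 also: 0% = neutral control wells and 100% = positive control wells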
# CDK5 inh: inhibitors of human CDK5/p35 kinase, primary screen, biochemical, single concentration. Recombinant CDK5/p35, ADP-Glo luminescence, 60 min. inhibition, % at 10 µM. 330,000 tested, 0.01% active. Cyclin-dependent kinase 5 (Homo sapiens) + Cyclin-dependent kinase 5 activator 1 (Homo …. AID 488839, 2010;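 active = highest replicate inhibition of at least 50% and at least 75% of replicates reaching 50%; inconclusive = only one of the two criteria met; inactive = both criteria failed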;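 also: plate controls were DMSO neutral control for no effect and GW8510 at 10 µM for full effect; many of its hits are not listed in these tables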
# SR-BI HDL uptake: inhibitors of SR-BI mediated HDL lipid uptake, primary screen, ldlA[mSR-BI] cells, fluorescence, single point. ldlA[mSR-BI] CHO cells, DiI-HDL uptake fluorescence, 3 h. AID 488896, 2010. inhibition, % at 12.5 µM. 320,000 tested, 0.96% active. Scavenger receptor class B member 1 (Mus musculus), Q61009;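 active = mean replicate inhibition of at least 70% and a set share of replicates each scoring 70 or more; inconclusive = meets just one of the two criteria; inactive = fails both criteria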;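 also: 0% = median of neutral control wells and 100% = median of positive control wells; values of inactives mirror those of a sister screen read the other way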
# HTR5A ag: HTR5A agonists in luminescence cell assay, primary screen, counter-screen for OPRM1-OPRD1 heterodimer agonist project, full-deck HTS. AID 504692, 2011. 340,000 tested, 0.61% active. cell-based. activation, % at 9.3 µM; in the data active = activation mostly above about 9.5%, no sharp cut-off; inactive = mostly below about 7.6%;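 also: 0% = cells with vehicle only and 100% = reference agonist; strong numbers were not always called active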
# dFosB activator: activators of delta FosB homodimer, primary screen, biochemical, fluorescence polarization, TAMRA-CDK5 oligo, single point | Protein FosB (Mus musculus), P13346 | purified delta FosB; percent of positive-control signal above neutral wells | activation, % at 25 µM | 340,000 tested, 0.99% active;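 active = mean activation above about 17%, with every replicate also reaching it, limit read from the data, passing the limit was not always enough; inconclusive = only one of the two conditions met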;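 also: fluorescence polarization rise as delta FosB binds a TAMRA Cdk5 AP-1 oligo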
# NSD2 HMT inh: NSD2 histone methyltransferase inhibitors, primary screen, biochemical, AlphaScreen, single concentration, set 2; inhibition, % at 12.5 µM; NSD2 peptide methylation, 120 min; 310,000 tested, 0.54% active; in the data active = inhibition above about 50%
# Target sequence (O96028 whole entry, looked up): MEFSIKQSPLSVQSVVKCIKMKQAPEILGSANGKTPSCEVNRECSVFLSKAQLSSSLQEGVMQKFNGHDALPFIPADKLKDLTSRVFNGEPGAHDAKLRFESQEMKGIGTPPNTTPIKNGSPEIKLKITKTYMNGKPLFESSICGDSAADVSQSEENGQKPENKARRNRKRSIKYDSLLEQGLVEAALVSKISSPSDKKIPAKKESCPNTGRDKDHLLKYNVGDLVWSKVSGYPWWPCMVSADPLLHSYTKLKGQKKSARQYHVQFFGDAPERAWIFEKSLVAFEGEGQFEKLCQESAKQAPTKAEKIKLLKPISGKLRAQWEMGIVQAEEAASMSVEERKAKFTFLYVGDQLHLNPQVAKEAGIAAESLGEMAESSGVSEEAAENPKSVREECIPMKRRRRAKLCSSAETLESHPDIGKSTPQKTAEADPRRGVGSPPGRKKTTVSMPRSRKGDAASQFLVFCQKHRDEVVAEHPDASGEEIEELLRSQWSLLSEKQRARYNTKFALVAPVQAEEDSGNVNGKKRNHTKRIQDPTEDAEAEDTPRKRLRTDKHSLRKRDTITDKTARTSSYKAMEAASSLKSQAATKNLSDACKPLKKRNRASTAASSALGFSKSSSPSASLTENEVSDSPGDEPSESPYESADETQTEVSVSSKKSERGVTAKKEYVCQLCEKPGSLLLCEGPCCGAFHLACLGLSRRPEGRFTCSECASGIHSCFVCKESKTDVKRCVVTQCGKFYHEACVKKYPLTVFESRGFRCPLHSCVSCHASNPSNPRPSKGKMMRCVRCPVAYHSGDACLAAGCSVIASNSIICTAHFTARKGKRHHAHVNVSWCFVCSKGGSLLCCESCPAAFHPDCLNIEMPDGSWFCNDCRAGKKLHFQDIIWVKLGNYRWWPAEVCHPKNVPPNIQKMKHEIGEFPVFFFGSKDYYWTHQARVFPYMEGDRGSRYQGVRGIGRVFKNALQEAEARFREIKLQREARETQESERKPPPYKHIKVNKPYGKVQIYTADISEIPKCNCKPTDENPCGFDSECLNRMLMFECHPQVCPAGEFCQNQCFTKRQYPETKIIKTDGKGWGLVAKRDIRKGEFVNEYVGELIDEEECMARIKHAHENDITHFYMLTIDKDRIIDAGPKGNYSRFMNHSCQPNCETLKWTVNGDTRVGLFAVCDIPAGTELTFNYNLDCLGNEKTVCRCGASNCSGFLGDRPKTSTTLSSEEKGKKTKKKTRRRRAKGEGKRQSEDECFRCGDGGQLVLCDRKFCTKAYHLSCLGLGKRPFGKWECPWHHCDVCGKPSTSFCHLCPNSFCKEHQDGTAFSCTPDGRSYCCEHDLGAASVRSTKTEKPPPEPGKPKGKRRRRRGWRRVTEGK
# V-ATPase pH: regulators of yeast V-ATPase proton pumping, primary screen, pHLuorin cytosolic pH fluorescence. S. cerevisiae. response, % at 10 µM. 350,000 tested, 0.37% active. AID 504577, 2011; in the data active = response mostly above about 7.3%, no sharp cut-off; inactive = mostly below about 5.4%; also: actives read high; inactives centre near 0; some compounds called inactive have numbers as strong as hits; reference of the scale not given here
# HTR5A inv ag: HTR5A inverse agonists in luminescence cell assay, primary screen, counter-screen for OPRM1-OPRD1 heterodimer inverse agonist project, full-deck HTS; HTR5A cell line, inverse agonism; inhibition, % at 9.3 µM; 340,000 tested, 0.083% active; in the data active = inhibition mostly above about 23%, no sharp cut-off; inactive = mostly below about 18%;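 also: 0% = cells with DMSO and 100% = no-cell wells with DMSO; some compounds called inactive have numbers as strong as hits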
# PvdQ acylase: P. aeruginosa PvdQ acylase inhibitors, primary screen, biochemical, fluorescence, plate reader and imaging, single point; AID 488965, 2010; 340,000 tested, 0.063% active; inhibition, % at 10 µM; purified PvdQ acylase; PvdQ acylase [Pseudomonas aeruginosa LESB58]; in the data active = inhibition above about 30%, passing the limit was not always enough; inconclusive = no clear call, values can overlap the other calls;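 also: 0% = vehicle neutral wells and 100% = reference inhibitor wells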
# The depositor's hits bear a star; u = inconclusive; x = no result given.
SMILES	CDK5 inh	PvdQ acylase	MITF act	V-ATPase pH	HTR5A ag	NSD2 HMT inh	SR-BI HDL uptake	dFosB activator	HTR5A inv ag	Wnt bcat act
Cc1ccc2c(Cl)cc(Cl)c(OCC(=O)Nc3cc(S(=O)(=O)N(C)C)ccc3C)c2n1	-0.7	-13	-5	-1	2	7	36	-19	-7	11
CC(=O)Nc1ccc(S(=O)(=O)Nc2nccc(/C=C/c3ccc(Cl)cc3)n2)cc1	-1.2	-6	6	-4	2	0	7	7	-12	1
O=C(NCCN1CCCC1)c1ccc2c(=O)n(CCc3ccccc3)c(=O)[nH]c2c1	0.9	-10	52	1	-2	-1	20	-8	12	x
CC(C)(CN1CCN(Cc2ccccc2)CC1)NS(=O)(=O)c1ccccc1	0.9	-2	-14	-2	0	x	-2	-1	-1	-9
CCOC(=O)Nc1cc(Br)c2c(c1)OCCO2	-1.8	-3	3	-2	1	-2	21	-1	-56	x
CCOc1cc2c(C#N)c(N3CCCCC3)nc(N)c2c(N)n1	1.4	-10	31	0	0	12	23	-8	5	x
CN(C)c1ccc(/C=N/NC(=O)CSc2ccccn2)cc1	0.8	-12	x	5	-3	8	8	-5	5	48*
Cc1oc(-c2cccc(Cl)c2)nc1CS(=O)(=O)CC(=O)NC1CC1	0.7	-6	-1	4	2	4	5	-9	20	1
COc1ccccc1OCCn1c(C)c(C=O)c2ccccc21	-1.2	-8	-30	1	0	-7	x	-6	0	7
COc1cc(S(=O)(=O)NCCCN2CCOCC2)ccc1Cl	0.6	-11	-3	2	5	-2	2	1	-10	-8
Brc1ccccc1-c1nnc2sc(Cc3ccccc3)nn12	2.5	-5	-2	-1	-3	2	14	-2	11	x
Cn1cncc1C#Cc1ccc2cc(C3(O)CCCCC3)oc(=O)c2c1	-0.1	6	9	-4	8	x	18	-7	-19	-1
COc1cccc(OC)c1C(=O)Nc1ccc2c(c1)n(C)c(=O)n2C	-1.5	-21	-3	-3	3	-1	10	-1	-11	-1
CN(CC(=O)Nc1ccc(F)cc1)C(=O)CSc1nccn1C	-0.8	-5	-5	-1	6	0	-7	2	-15	1
Cc1ccc(C(=O)N2CCCC(c3ccc(Cl)cc3)=N2)cc1	2.0	-4	14	1	2	-1	37	-11	-6	-7
CCCCC(=O)NC(NC(=O)CCCC)c1ccc(OCCC)c(OC)c1	1.8	-1	9	1	2	-1	-7	-2	13	x
CCn1c2ccc(C)cc2c2nnc(SCCN3CCOCC3)nc21	0.5	3	1	2	2	4	42	-28	-4	-3
C=CCn1c(-c2cccs2)nc2nc3ccccc3nc21	0.0	-10	9	7	5	-10	7	-1	-13	4
Cc1nc2nc3c(cn2n1)C(=O)CCC3	0.1	-14	5	2	-5	-2	24	3	19	x
COC(=O)c1nc(N)sc1-c1ccc(Cl)c(Cl)c1	-1.2	-14	-4	1	-1	-4	x	4	-17	0
Cc1cc2cc(C)c3nnc(SCc4ccccn4)n3c2cc1C	0.5	5	6	1	-1	8	2	-15	20	-3
COc1ccccc1N1CCN(C(=O)c2oc3cc(C)c(C)cc3c2C)CC1	-1.1	-5	14	3	2	-1	2	-23	-3	-2
CCOc1ccc(NC(=O)C2CC(=O)N(c3cc(C)cc(C)c3)C2)cc1 (stereo not drawn)	1.6	-13	-5	-2	-1	0	13	1	10	x
CC(C)C[C@H](NC(=O)NC(C)C)C(=O)O	-0.1	-11	-3	-1	5	-1	-1	1	-2	-2
CCOC(=O)c1cc2c(ccn2C)n1CC(=O)N1CCN(c2ccc(F)cc2)CC1	0.3	-8	-6	0	3	7	-9	-2	-7	-2
Cc1ccc(C)c(N2CCN(C(=O)CCCCCn3c(=S)[nH]c4ccc(N5CCOCC5)cc4c3=O)CC2)c1	-0.8	-9	-58	2	3	x	43	-7	-13	-10
COc1ccc(CCNC(=O)c2cccc3ccccc23)cc1OC	-1.3	-19	4	-4	-1	-6	16	6	2	0
CN(CCO)C1=NS(=O)(=O)c2cc([N+](=O)[O-])ccc21	-4.1	-9	-23	0	-3	-5	-7	-2	12	0
Cc1ccc(C(=O)C(OC(=O)CNC(=O)c2ccc(Cl)cc2)c2ccccc2)cc1 (stereo not drawn)	1.1	-10	0	-1	-5	1	-37	-7	12	x
COc1ccc(Cl)cc1NC(=O)CN(C)C(C)C(=O)NCC1CCCCC1 (stereo not drawn)	-1.5	-6	x	-5	3	0	11	-10	9	x
Cc1cc(NC(=O)COC(=O)c2ccccc2S(=O)(=O)N(C)c2ccccc2)no1	1.1	-8	-27	5	3	3	17	-6	41	-7
COc1ccc(NC(=O)c2cc3cc(OC)ccc3oc2=O)cc1	0.4	-8	14	2	-1	3	0	1	3	9
O=c1cc(-c2ccccc2Cl)oc2cccc(O)c12	0.8	-8	-4	-4	-2	x	20	-10	5	6
O=C(Nc1ccc2snnc2c1)Nc1cccc2ccccc12	-0.5	7	3	-5	8	0	32	5	-21	x
Cc1sc2ncnc(N3CCN(c4ncccn4)CC3)c2c1C	-0.6	-7	3	-2	2	-1	42	1	19	x
COCc1cc(C)nc(Oc2ccccc2)c1C#N	1.7	10	18	-3	-1	-1	6	-2	4	1
CN(CC(=O)Nc1cccc(F)c1)C(=O)c1cccc(S(=O)(=O)N2CC3(C)CC2CC(C)(C)C3)c1 (stereo not drawn)	1.3	10	9	3	0	-1	0	-5	0	-5
COc1ccc(CCN=C(N)Nc2nc(C)cc(C)n2)cc1	0.2	-6	-12	0	-2	x	-13	-1	5	0
S=C(NCCc1ccccc1)N1CCN(C2CCCCC2)CC1	0.8	-3	-10	-2	3	3	15	-5	-9	0
COc1ccc(C(=S)N2CCN(c3ccccc3Cl)CC2)cc1OC	-1.3	1	-1	0	3	-1	15	-4	-10	4
CC(c1nnc(SCC(=O)Nc2sccc2C#N)n1-c1ccc(Cl)cc1)N(C)C (stereo not drawn)	-0.5	-4	-7	-1	2	x	4	-11	-2	x
NS(=O)(=O)c1ccc(CCNC(=O)CSc2ccsc2[N+](=O)[O-])cc1	-1.5	7	2	-2	0	3	-10	-9	-1	-1
CCn1cc(C(=O)OCC(=O)Nc2c(C)n(C)n(-c3ccccc3)c2=O)c(=O)c2ccc(C)nc21	1.2	-4	x	0	-7	x	-15	5	12	x
CC1CC(C)CN(C(=O)COC(=O)c2nccnc2N)C1 (stereo not drawn)	0.4	-2	-6	-4	-5	-1	-7	-1	-7	-3
O=S(=O)(Nc1cccc2c1ccc1cccn12)c1cccs1	-2.0	-14	9	3	4	1	-3	-10	10	-4
COc1ccc(OCCn2c(C)c(/C=N/n3cnnc3)c3ccccc32)cc1	-0.5	-3	-3	1	5	-4	33	3	-27	x
CC(C)(C)NC(=O)CSc1nc2cccnc2n1C1CCCCC1	-0.6	-10	x	4	-3	0	0	-3	12	-2
O=C(NCCCn1ccnc1)c1cc(C(=O)C2CCCCC2)c[nH]1	4.8	6	4	5	2	-6	-11	-9	-6	-3
O=C(CCS(=O)(=O)c1ccc(Br)cc1)Nc1ccc2c(c1)OCO2	-2.6	5	19	5	0	1	-17	-6	-16	x
CCOC(=O)C1CCN(C(=S)NC(=O)c2cccs2)CC1	0.3	-3	-4	2	2	-1	-6	-4	3	-2
O=C(COC(=O)/C=C/c1ccccc1F)Nc1nnc(-c2ccccc2)o1	0.3	-19	-3	5	-5	0	19	-9	12	2
Cn1c(Cn2nnc3ccccc32)nnc1SCC(=O)N1c2ccccc2CCc2ccccc21	-0.1	7	-5	2	-4	2	27	-6	-27	-1
O=C(NCc1ccccn1)C1CCCCC1	-2.3	-5	-10	-2	-3	-3	-18	4	12	-2
Cn1c(=O)c(C(=O)CCl)c(N)n(Cc2ccccc2)c1=O	-1.1	9	-27	-3	3	x	-10	-2	3	2
CN(C(=O)COc1ccccc1)c1nc(-c2ccc(F)cc2)cs1	2.6	-3	15	9	-5	0	9	2	12	4
CCOC(=O)C1CCN(C(=O)Nc2ccc(Cl)cc2)CC1	-1.6	-9	2	0	-1	-5	19	2	2	x
O=C(c1ccc(Br)s1)N1CCN(c2ncccn2)CC1	-0.4	-3	-3	2	0	0	-3	1	-8	x
Nc1nonc1-n1nnc(C(=O)N/N=C/C2CC=CCC2)c1CSc1ccccc1 (stereo not drawn)	-1.4	-1	x	-3	1	2	-20	-9	4	-1
O=C(CN1CCCCCC1)Nc1ccccc1Oc1ccccc1	-0.3	-10	-8	1	3	-5	-11	-1	-9	-3
CCCN1CCC(NC(=O)Nc2cc(Cl)ccc2OC)CC1	1.4	-8	12	1	2	6	-6	-3	-6	-3

# The list goes on:
SMILES	CDK5 inh	PvdQ acylase	MITF act	V-ATPase pH	HTR5A ag	NSD2 HMT inh	SR-BI HDL uptake	dFosB activator	HTR5A inv ag	Wnt bcat act
CN1CCC(N(C)C(=O)CCc2nc3ccccc3n2-c2ccccc2)CC1	-0.8	-14	7	0	4	4	0	-11	-11	26
C=CCn1c(CNC(=O)c2ccco2)nnc1SCC(=O)Nc1cccc(F)c1	-1.4	-15	3	4	2	-5	4	-10	-4	-2
COc1ccc(C2c3sc(=O)[nH]c3SCC2C(N)=O)cc1 (stereo not drawn)	1.2	-6	7	-1	2	3	-32	-3	-5	1
O=C(COc1ccccc1)Nc1nc2ccccc2[nH]1	2.5	-16	51	0	3	-1	-14	6	-9	u
COc1cccc(N(C(=O)CNC(=O)c2ccco2)C(C(=O)NC2CCCC2)c2ccncc2)c1 (stereo not drawn)	-0.8	2	3	0	1	-8	-12	-3	-3	x
Cc1noc(C)c1S(=O)(=O)Nc1ccccc1Oc1ccccc1	1.1	-19	-16	-2	6	-3	14	-5	-15	-1
C=CCNC(=O)c1ccccc1CCc1ccccc1	-3.0	-9	10	4	4	-4	-4	2	-11	-2
C/C(=N/OC(=O)c1ccc(Cl)cc1Cl)c1oc(C)nc1C	0.8	-18	11	1	1	-2	19	-7	-8	3
Cc1cc(C)c(C#N)c(SCC(=O)OC2CCCCC2)n1	-1.2	4	6	-6	-1	2	-8	-2	-2	x
O=C(Nc1ccccc1)N(O)c1ccc(Cl)cc1	0.0	-19	32	-1	0	-6	10	6	-1	x

# Record cards, from the list above. Order of screens: CDK5 inh | PvdQ acylase | MITF act | V-ATPase pH | HTR5A ag | NSD2 HMT inh | SR-BI HDL uptake | dFosB activator | HTR5A inv ag | Wnt bcat act
# C/C(=N/OC(=O)c1ccc(Cl)cc1Cl)c1oc(C)nc1C in the list: 0.8 | -18 | 11 | 1 | 1 | -2 | 19 | -7 | -8 | 3
# O=C(COc1ccccc1)Nc1nc2ccccc2[nH]1 in the list: 2.5 | -16 | 51 | 0 | 3 | -1 | -14 | 6 | -9 | u
